UTI89 phage lysis – inhibition of K1F phage lysis, E. coli UTI89, bacterial capsule biogenesis inhibitors, alamar blue (AID 488966) | E. coli UTI89 K1F phage lysis, alamar blue, 2 h; higher % means a stronger effect | actives 0.02% (n = 340,000) | inhibition, % at 100 µM, or IC50 in µM where a hit was titrated;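 active means phage lysis inhibition, versus mean bacterial control, above a set limit; inconclusive means no clear call, values can overlap the other calls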;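 further: capsule biogenesis inhibitors block K1F phage lysis so surviving cells raise fluorescence; higher fluorescence means more inhibition of phage lysis; actives were called in the ten point dose series up to 300 µM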
Hep lipid drop – inhibitors of hepatocyte lipid droplet formation, primary screen, imaging, high-throughput imaging, BODIPY stain; AML12 mouse hepatocytes, oleate lipid droplets; inhibition, % at 6.5 µM; actives 0.4% (n = 240,000); AID 1656, 2009;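 active means lipid droplet intensity inhibited by at least 50%, with more than 500 cells counted; inconclusive means wells with under 300 cells, treated as cytotoxic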
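Assay system: AML12 hepatocytes (mouse) / Also added: 100 µM oleic acid challenge / Times: overnight treatment with compound plus oleate / Detection: high-content imaging of BODIPY-stained droplets and DAPI nuclei / Evaluation: % inhibition of lipid droplet signal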
Myeloid diff MLP – induction of myeloid progenitor differentiation, primary screen, cell-based, flow cytometry, MLPCN library; ER-HoxA9 myeloid progenitors, lysozyme-GFP differentiation; calls only at 10 µM; actives 1% (n = 360,000);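 active means normalized GFP-positive differentiation at or above the plate's own cutoff, the solvent-only control mean plus 3 SD; inconclusive means no clear call, values can overlap the other calls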;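 further: cells exposed to compound for four days before flow analysis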
Hep lipid drop cells 6.5 µM – further read-out of Hep lipid drop, marked with its call; cell count; measured here: cell count, cytotoxicity flag;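 cells counted across two imaged fields per well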
Myeloid diff MLP GFP+ MAC1+ % – also measured in Myeloid diff MLP; calls as there; GFP+ MAC1+ double positive, %; measured here: differentiation confirmed by MAC1 staining
An asterisk follows results filed as active; i = inactive; ? = inconclusive; · = no result given; + = active, no number; [ ] = another dose, or the depositor's remark.

structure | UTI89 phage lysis | Hep lipid drop | Hep lipid drop cells 6.5 µM | Myeloid diff MLP | Myeloid diff MLP GFP+ MAC1+ %
CC(=O)N1CCCN(C(=O)c2ccc3nc(Cc4cccc(Cl)c4)oc3c2)CC1 | -0.1% | -20 | 858 | i | 1.3
COc1ccccc1CN1CC(C(=O)NCc2nc3ccccc3n2C)CCC1=O (stereo unspecified) | -0.2% | 5 | 714 | i | 0.6
COc1ccc(N2CCN(C(=O)COC(=O)CNC(=O)c3ccccc3)CC2)cc1 | 0.0% | -17 | 671 | i | 0.9
CCCCCC1CC(CC/C(C)=N/NC(N)=O)C(=O)O1 (stereo unspecified) | -0.5% | 0 | 738 | i | 0.5
O=C(COc1ccc(S(=O)(=O)N2CCCC2)cc1)NCc1cccnc1 | 0.5% | 4 | 803 | i | 0.5
Cc1ccc(NS(=O)(=O)c2cc(Br)cnc2N)c(Cl)c1 | -0.3% | 1 | 738 | i | 0.7
COc1ccc(N(CC(=O)NCCSc2ccccn2)S(=O)(=O)c2ccc(C)cc2)cc1OC | -0.1% | 21 | 748 | i | 0.5
CC(Oc1ccccc1Cl)C(=O)N1CCCN(C)CC1 (stereo unspecified) | -0.1% | 3 | 834 | i | 0.9
CCOC(=O)c1ccccc1NS(=O)(=O)c1cnn(CC)c1C | 0.0% | -8 | 880 | i | 0.4
Cc1ccc(NC(=O)c2cccc3cccnc23)cc1 | -0.4% | -16 | 643 | i | 0.6
CCCCN(C(=O)CCC(=O)Nc1cc(C)on1)C(C(=O)NC1CCCC1)c1ccccc1C (stereo unspecified) | 0.0% | -11 | 751 | i | 1.8
CCOC(=O)CNS(=O)(=O)c1ccc(S(=O)(=O)NC2CC2)cc1 | 0.3% | 34 | 805 | i | 0.5
COc1ccccc1N(C(=O)c1ccco1)C(C(=O)NC1CCCCC1)c1cc(OC)c(OC)c(OC)c1 (stereo unspecified) | 0.1% | -11 | 787 | i | 0.2
CC1(C)CC(NC(=O)C2CCC(=O)N(C3CC3)C2)CC(C)(C)C1 (stereo unspecified) | 0.3% | -3 | 691 | i | 0.3
Nc1ncc(Br)cc1S(=O)(=O)N1CCCCCC1 | 0.5% | 19 | 746 | i | 0.6
Cc1csc(NC(=O)c2ccc3nc[nH]c3c2)n1 | 0.2% | -6 | 788 | i | 1.3
O=C(Nc1ccc(Cl)c([N+](=O)[O-])c1)c1ccco1 | 1.2% | 6 | 906 | i | 0.2
COc1ccc(-c2csc(NC(=O)Cc3ccccc3F)n2)c(OC)c1 | 0.7% | 19 | 831 | i | 1.2
CSc1nc(=S)n(-c2cc(C)ccc2C)c(C)c1C(C)=O | 0.1%[50 µM] | 22 | 691 | i | 0.7
O=C(CN1CCN(CC(=O)Nc2ccccc2Cc2ccccc2)CC1)Nc1ccccc1Cl | 0.5% | -15 | 786 | i | 0.5
COc1ccc(CCNC(=O)c2ccccc2NS(=O)(=O)c2c(F)cccc2F)cc1 | -0.2% | -2 | 787 | i | 0.1
CC(NC(=O)c1ccccc1F)c1nnc(SCC(=O)NC2CCCC2)n1C (stereo unspecified) | -0.3% | -39 | 783 | i | 0.8
Cc1ccc(NC(=O)CSc2nncn2-c2ccccn2)cc1Cl | -0.1% | 0 | 738 | i | 0.3
CC(=O)N1CCN(c2ccc(NC(=O)c3ccc([N+](=O)[O-])cc3Cl)cc2)CC1 | -1.7% | 2 | 827 | i | 1.2
COc1ccc(/C=C2\SC(=S)N(CC(=O)NC3C=CS(=O)(=O)C3)C2=O)cc1 (stereo unspecified) | 0.0% | 3 | 760 | i | 0.8
O=c1[nH]c2ccccc2n2c(C(F)(F)F)nnc12 | 0.1% | 1 | 878 | + | 6.0*
Cc1ccc2oc(C(=O)N3CCC(C(N)=O)(N4CCCCC4)CC3)c(C)c2c1 | 0.3% | -2 | 708 | i | 0.8
CN(C)CCN(CC1CCCN(Cc2ccccc2F)C1)C(=O)c1ccc(Cl)cc1 (stereo unspecified) | 0.1% | -3 | 758 | i | 1.3
O=C(CSc1nc(NS(=O)(=O)c2ccccc2)cc(=O)[nH]1)Nc1ccccc1C(F)(F)F | -0.1% | -10 | 710 | i | 0.3
CN1CCN(c2nc(-c3ccccc3Cl)nc3ccccc23)CC1 | 2.2%[50 µM] | 4 | 795 | i | 0.5
O=C(NNc1c2ccccc2nc2ccccc12)c1ccc(Cl)cc1 | 0.0% | -26 | 779 | ? | ·
Cc1ccccc1NC(=O)Cc1nc(COC(=O)c2ccc(O)cc2O)cs1 | -0.1% | 1 | 803 | i | 1.8
Cc1ccc(C(=O)N2N=C(c3ccccc3O)CC2c2ccccc2)cc1 (stereo unspecified) | 0.4% | 3 | 803 | i | 0.8
C/C(=N\NC(=O)c1cc(-c2ccc(C)s2)[nH]n1)c1ccncc1 | -0.1% | -4 | 730 | i | 0.3
CC(C)C1Oc2ccccc2N(CC(=O)N2CCOCC2)C1=O (stereo unspecified) | 0.1% | -13 | 824 | i | 0.6
CC(=O)c1ccc(NC(=O)CN(c2c(C)cccc2C)S(C)(=O)=O)cc1 | -0.1% | 2 | 857 | i | 0.6
CCN(C(=O)Cn1c([N+](=O)[O-])cnc1C)c1ccccc1 | -0.1% | -5 | 794 | i | 1.1
COc1ccc(-n2ccc3ccccc32)cc1 | -0.1% | 13 | 838 | i | 0.5
CCOC(=O)c1sc(N2C(=O)C(O)=C(C(=O)c3ccco3)C2c2ccc(C)o2)nc1C (stereo unspecified) | -0.4% | 8 | 500 | i | 0.6
COc1ccccc1CC(=O)Nc1cc(OC)c(NC(=O)c2ccccc2)cc1OC | 0.3% | -13 | 786 | i | 0.0
Cc1cccnc1NC(=O)Cn1c(=O)oc2ccccc21 | -0.1% | -2 | 688 | i | 1.0
Cc1ccc(Cn2c(N3CCNCC3)nc3c2c(=O)[nH]c(=O)n3C)cc1 | -1.7% | -1 | 766 | i | 0.9
O=C(CSc1nccn1Cc1ccco1)Nc1ccccc1F | 0.0% | -2 | 802 | i | 0.8
COc1cccc2cc(CC(=O)c3cc(C)ccc3C)c(=O)oc12 | 0.3% | -6 | 761 | i | 0.2
CSc1sccc1/C=C(/C#N)C(=O)c1ccco1 | 0.5% | -1 | 850 | i | 0.8
CCc1cc2c(cc3c(=O)n(CC(=O)N4CCN(C)CC4)ncn32)s1 | 0.6% | 12 | 685 | i | 4.1
CCC1CCCCN1C(=O)c1ccc(OC)c(OC2CCN(C(C)=O)CC2)c1 (stereo unspecified) | 0.1% | 1 | 851 | i | 0.6
CCCn1c(=S)[nH]c2cc(C(=O)N3CCN(C(=O)OCC)CC3)ccc2c1=O | 1.4% | -2 | 669 | i | 5.2
CC(NC(=O)CN1C(=O)c2ccccc2C1=O)c1ccccc1 (stereo unspecified) | 0.3% | 6 | 390 | i | 0.8
CC(=O)Nc1ccc(C(=O)CN2CCN(c3ccccc3)CC2)cc1 | 0.1% | -3 | 882 | i | 4.1
CN(C)c1nc(N)ncc1-c1ccc(Oc2ccccc2)cc1 | 0.3% | 11 | 850 | i | 0.5
COc1ccc(C(=O)Nc2ccccc2C(=O)N2CCCCCC2)cc1OC | 0.2% | 0 | 842 | i | 1.4
O=C(NCc1ccc(N2CCCC2=O)cc1)C1CCC(=O)N(Cc2ccccc2F)C1 (stereo unspecified) | 0.1% | -1 | 837 | i | 2.3
CC(C)(C)NC(=O)CSc1nc2cccnc2n1C1CCCCC1 | -0.5% | 5 | 837 | i | 0.1
O=C(NCCCN1CCOCC1)C1CC(=O)N(c2ccccc2)C1 (stereo unspecified) | 0.5% | 4 | 834 | i | 0.6
Cn1c(=O)c2sccc2n2c(CCCC(=O)NC3CCN(Cc4ccccc4)CC3)nnc12 | -0.1% | 2 | 700 | i | 0.8
O=C(O)[C@H](Cc1ccccc1)N1C(=O)c2c(Cl)c(Cl)c(Cl)c(Cl)c2C1=O | -2.0% | 5 | 776 | i | 1.0
CN1CCN(NC(=O)NC2CCCCC2)CC1 | 1.3%[50 µM] | 4 | 837 | i | 2.4
CCOc1ccc(S(=O)(=O)N2CCC(C(=O)NCc3ccccn3)CC2)cc1Cl | -0.8% | -4 | 700 | i | 0.3
CC(=O)c1ccc(OCc2cc(C(=O)N(C)Cc3ccccn3)no2)cc1 | 0.1% | -8 | 621 | i | 0.8

Additional records follow:
compound	UTI89 phage lysis	Hep lipid drop	Hep lipid drop cells 6.5 µM	Myeloid diff MLP	Myeloid diff MLP GFP+ MAC1+ %
Cc1cc(Br)ccc1NC(=O)CN(C)C(=O)Cn1c(=O)cnc2ccccc21	0.0%	-8	572	i	0.8
COC(=O)CN(C)C(=O)c1ccc2nc(Cc3cccc(Cl)c3)oc2c1	1.1%	-1	760	i	0.2
CC(=O)c1ccc(C(=O)NC2CCCN(Cc3ccccc3F)C2)s1 (stereo unspecified)	0.1%	-7	659	i	0.5
COc1ccc(/C=C2/C(=N)N3N=C(CC(=O)N4CCCC4)SC3=NC2=O)cc1	0.3%	-2	787	i	0.7
CC1CCCCN1S(=O)(=O)c1ccc(C(=O)Nc2nnc(-c3ccco3)o2)cc1 (stereo unspecified)	0.1%	0	868	i	0.8
NC(=O)COC(=O)C1c2ccccc2Oc2ccccc21	0.2%	-3	842	i	0.8
COc1ccc(S(=O)(=O)N2CCCOC2CNC(=O)C(=O)NCc2cccnc2)cc1 (stereo unspecified)	0.2%	-22	667	i	0.8
C/C(=N/NC(=O)CNC(=O)C1COc2ccccc2O1)c1ccc([N+](=O)[O-])cc1 (stereo unspecified)	-0.2%	-3	849	i	4.7
COc1ccc(NC(=O)CNC(=O)N2CC(=O)Nc3ccccc32)cc1OC	2.0%	13	723	i	0.6
COc1cccc(NC(=O)N2CCCC2C(=O)NC2CCCC2)c1 (stereo unspecified)	0.0%	6	812	?	·
CCc1nn(CC(=O)N2CCN(c3cc(C)ccc3C)CC2)c(=O)c2cc3occc3n12	0.1%	-90	489	i	2.2
Cc1c(-n2c(SCC(=O)O)nnc2-c2ccccc2Br)c(=O)n(-c2ccccc2)n1C	0.0%	-5	723	i	0.7
CCOc1ccc(C(C)(C)C)cc1S(=O)(=O)Nc1ccncc1	0.1%	-2	852	i	0.4
N#C/C(=C/c1ccccc1OCc1ccc(F)cc1)c1ccc(C(=O)O)cc1	-1.2%	1	827	i	0.8
Cc1cc(C)cc(CN2CCC(Oc3ccc(C(=O)N4CCCC4)cc3)CC2)c1	0.3%	-26	606	?	·

Whole records as entered above. Screens in order: UTI89 phage lysis, Hep lipid drop, Hep lipid drop cells 6.5 µM, Myeloid diff MLP, Myeloid diff MLP GFP+ MAC1+ %
Results for Cc1cc(C)cc(CN2CCC(Oc3ccc(C(=O)N4CCCC4)cc3)CC2)c1 : 0.3%, -26, 606, ?, ·
Results for COc1ccc(/C=C2\SC(=S)N(CC(=O)NC3C=CS(=O)(=O)C3)C2=O)cc1 (stereo unspecified) : 0.0%, 3, 760, i, 0.8

Continuation.
compound	UTI89 phage lysis	Hep lipid drop	Hep lipid drop cells 6.5 µM	Myeloid diff MLP	Myeloid diff MLP GFP+ MAC1+ %
COCCNc1nnc(Cc2ccccc2)c(=O)[nH]1	0.3%	-9	811	+	8.7*
COC(=O)c1ccccc1NC(=O)CSc1nc2c(c(=O)[nH]1)CCC2	1.4%	-8	746	i	1.4
COc1ccc(OC)c(S(=O)(=O)N2CCCC(C(=O)NCc3ccccn3)C2)c1 (stereo unspecified)	-0.4%	-5	762	i	0.3
Cc1cc(/C=C(\C#N)C(=O)NCc2ccccc2)cc(C)c1O	1.2%	12	780	i	1.5
COc1ccc(CC(NC(C)=O)C(=O)NC2CCN(C(=O)C3CCCCC3)CC2)c(OC)c1 (stereo unspecified)	0.2%	-24	711	i	1.7
Cn1c(=O)c2c(nc(Oc3ccccc3N)n2C)n(C)c1=O	0.1%	9	848	i	0.4
CC(=O)c1sc(NC(=O)c2ccc3c(c2)OCO3)nc1C	0.7%	5	613	i	3.6
CCOc1ccc2nc(N3CCC(C(=O)NC4CCCCC4)CC3)sc2c1	-0.4%	-12	754	?	·
CC(=O)Nc1cccc(C(=O)N2CCC(n3nccc3NC(=O)CC(C)C)CC2)c1	1.6%[50 µM]	-1	681	i	1.7
CC(NC(=O)c1cc([N+](=O)[O-])cc([N+](=O)[O-])c1)c1ccc(-n2ccnc2)cc1 (stereo unspecified)	-0.4%[50 µM]	-3	862	i	0.8
CC1(C)SC2c3ccccc3C(=O)N2[C@@H]1C(=O)NC1CCCC1 (stereo partly specified)	0.0%	-5	743	i	3.0

Grouped by structure, the entries above with a CF3 group
compound	UTI89 phage lysis	Hep lipid drop	Hep lipid drop cells 6.5 µM	Myeloid diff MLP	Myeloid diff MLP GFP+ MAC1+ %
O=c1[nH]c2ccccc2n2c(C(F)(F)F)nnc12	0.1%	1	878	+	6.0*
O=C(CSc1nc(NS(=O)(=O)c2ccccc2)cc(=O)[nH]1)Nc1ccccc1C(F)(F)F	-0.1%	-10	710	i	0.3

Screening data: PubChem BioAssay, several laboratories

Not all compounds are listed, so the mix of outcomes need not match the whole.
